# TRPC4 PAM = allosteric potentiators of mouse TRPC4 channel. Q9QUQ5. HEK293 TRPC4beta/mu-opioid, DAMGO EC20, Fluo-4 Ca2+ flux; active compounds read high. B-score at 10 µM. hit rate 0.42% among 310,000. AID 2227;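 active = B-score of calcium response area above 5 SD of library B-scores, with initial fluorescence ratio within 5 SD of library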;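 note: B-score of integrated fluorescence ratio over time as area under calcium response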
# Target sequence (Q9QUQ5 whole entry, looked up): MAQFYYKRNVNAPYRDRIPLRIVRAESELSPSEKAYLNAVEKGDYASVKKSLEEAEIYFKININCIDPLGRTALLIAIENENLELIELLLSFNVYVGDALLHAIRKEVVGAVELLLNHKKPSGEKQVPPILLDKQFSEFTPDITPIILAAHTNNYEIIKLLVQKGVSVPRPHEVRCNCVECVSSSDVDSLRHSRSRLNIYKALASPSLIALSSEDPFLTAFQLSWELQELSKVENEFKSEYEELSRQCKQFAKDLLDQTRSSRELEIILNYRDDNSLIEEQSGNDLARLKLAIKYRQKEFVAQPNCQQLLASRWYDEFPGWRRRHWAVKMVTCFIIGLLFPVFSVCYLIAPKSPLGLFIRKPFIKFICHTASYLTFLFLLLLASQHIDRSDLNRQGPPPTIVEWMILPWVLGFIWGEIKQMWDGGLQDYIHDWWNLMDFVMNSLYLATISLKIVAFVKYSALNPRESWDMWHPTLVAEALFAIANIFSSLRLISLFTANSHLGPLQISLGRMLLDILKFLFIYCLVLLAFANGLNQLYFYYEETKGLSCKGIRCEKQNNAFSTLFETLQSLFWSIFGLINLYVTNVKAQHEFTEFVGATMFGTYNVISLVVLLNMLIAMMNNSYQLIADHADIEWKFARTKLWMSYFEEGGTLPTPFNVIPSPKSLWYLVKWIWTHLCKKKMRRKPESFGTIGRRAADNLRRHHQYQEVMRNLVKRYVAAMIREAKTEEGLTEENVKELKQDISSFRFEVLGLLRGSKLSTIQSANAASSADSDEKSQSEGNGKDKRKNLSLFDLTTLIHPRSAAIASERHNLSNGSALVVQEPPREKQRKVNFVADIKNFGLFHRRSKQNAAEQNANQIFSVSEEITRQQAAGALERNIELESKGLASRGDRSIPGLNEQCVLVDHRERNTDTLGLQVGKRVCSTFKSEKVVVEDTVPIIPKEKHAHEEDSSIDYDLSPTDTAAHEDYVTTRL
# TMEM16A inh = blocks the mouse calcium-activated chloride channel TMEM16A | AID 588511 | HEK293 TMEM16A/YFP iodide influx fluorescence, ionomycin | normalized B-score (activity score, 25-100; higher = stronger inhibition) at 10 µM | hit rate 1.2% among 310,000;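 active = ratio plate-corrected score three or more library SD toward inhibition, starting fluorescence score within five deviations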;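 note: score derived from kinetic fluorescence span divided by baseline fluorescence per well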
# MrgX1 allo act = allosterically activates human MrgX1 receptor signaling; Q96LB2; AID 588675; B-score at 10 µM; MrgX1-HEK293, Fluo-4 calcium flux, FDSS; active compounds read high; hit rate 0.63% among 310,000;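 active = plate-corrected calcium response at least 3 library SD above typical, normal starting fluorescence, not activating the receptor alone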;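 note: compound read alongside a low EC10 to EC30 dose of BAM8-22 agonist; peak minus trough fluorescence over baseline measured at the second addition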
# TRPC6 act = mouse TRPC6 channel activation; B-score at 10 µM; AID 2550; HEK293-TRPC6 membrane potential dye fluorescence; active compounds read high; hit rate 0.13% among 310,000;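 active = B-score of the integrated fluorescence ratio above library mean plus 3 SD, and starting fluorescence ratio within library mean plus 5 SD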;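 note: higher score means more depolarization so channel activation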
# SKKanGAS inh = SKKanGAS growth inhibition | S. pyogenes SKKanGAS, kanamycin growth, BacTiter-Glo, 6 h | inhibition, % at 7.5 µM | hit rate 1.3% among 300,000 | AID 1662;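 active = mean replicate score, as percent of positive control median, at least 50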;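 note: strain carries kanamycin resistance gene driven by streptokinase promoter and grows in 40 µg/ml kanamycin; loss of luminescence reflects streptokinase promoter inhibition or plain growth inhibition; 0% = median of DMSO wells and 100% = positive control at its reference dose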
# TRPC4 inh = TRPC4 (mouse) channel inhibition; hit rate 0.39% among 300,000; HEK293 TRPC4beta/mu-opioid, DAMGO-evoked Fluo4 calcium flux; active compounds read low; Q9QUQ5; B-score at 10 µM;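 active = B-score over 3 SD under the library average, no early fluorescence shift, positive overall ratio signal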
#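 Material: HEK293 cells with stable TRPC4beta plus mu-opioid receptor expression / Probe or stimulus: DAMGO in two steps, submaximal then maximal / Compound: single concentration per test compound / Technique: kinetic Fluo4 fluorescence imaging of calcium influx / Read-out: per-well B score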
# TRPC4 agonist = activators of mouse TRPC4 channel; hit rate 0.49% among 310,000; B-score at 10 µM; HEK293 TRPC4beta/mu-opioid, Fluo4 calcium fluorescence; active compounds read high; AID 2237;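 active = B-score above 5 SD of library B-scores, and initial fluorescence ratio not above library mean plus 5 SD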;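 note: positive B-score marks a calcium rise read as TRPC4 activation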
#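 Assay system: HEK293 cells stably co-expressing mouse TRPC4beta and mu-opioid receptor / Timing: Fluo4 dye loading 45 min at room temperature, 110 s recording / Signal: Fluo4 calcium-sensitive dye fluorescence, kinetic, 1 Hz baseline / Read-out: integrated baseline-normalised fluorescence ratio, converted to per-well B score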
# MrgX1 antag = human MrgX1 receptor antagonism, primary screen. MRGX1-HEK293 calcium flux, Fluo-4, BAM8-22 antagonism; active compounds read low. B-score at 10 µM. hit rate 1.3% among 310,000. AID 588676;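 active = calcium-response B-score plate-corrected more than 3 library SD below zero, starting fluorescence within 5 deviations, no agonist response on first addition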;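 note: peak minus trough fluorescence over baseline after final BAM8-22 challenge near maximal dose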
# ANO1 activ = mouse TMEM16A channel activation, primary screen; hit rate 0.3% among 340,000; HEK293 TMEM16A/YFP-H148Q/I152L, iodide quench fluorescence; active compounds read low; B-score at 10 µM; AID 623877;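 active = fluorescence-ratio B-score plate-corrected deviation score at least 3 library SD below zero, with starting fluorescence score within 5 deviations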;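 note: channel opened by trigger with iodide after compound preincubation; score built on the fluorescence ratio of max minus min over baseline; more negative score means more quench and so TMEM16A activation or potentiation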
# TRPC6 inh = blocks the mouse TRPC6 cation channel; Q61143; HEK293-TRPC6, membrane potential dye, ACh-evoked depolarization; active compounds read low; B-score at 10 µM; hit rate 1.1% among 310,000;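 active = B-score under library mean minus 3 SD, initial fluorescence not abnormally high, positive integrated signal ratio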;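 note: B-score derived from integrated fluorescence ratio over the kinetic read; more negative B-score means stronger inhibition of depolarization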
# MrgX1 ag = human MrgX1 receptor agonism, primary screen. Q96LB2. MrgX1-HEK293 cells, Fluo-4 calcium fluorescence, agonist mode; active compounds read high. B-score at 10 µM. hit rate 0.44% among 310,000;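 active = calcium response B-score plate-corrected fluorescence ratio at least 3 library SD, with starting fluorescence B-score inside 5 SD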
#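 Material: MrgX1-expressing HEK293 cells; input: 15,000 cells per well; doses: test compound given as first of three sequential additions; schedule: overnight plating before 1 h dye loading; technique: Fluo-4 NW calcium-flux fluorescence, kinetic read; evaluation: baseline-normalised fluorescence change ratio, B-scored; control set: plate-wise positive and negative controls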
# * hit, by the source's call; i = inactive; nt = not tested or not shown.
# Values run as follows: TRPC4 PAM, TMEM16A inh, MrgX1 allo act, TRPC6 act, SKKanGAS inh, TRPC4 inh, TRPC4 agonist, MrgX1 antag, ANO1 activ, TRPC6 inh, MrgX1 ag
> CCOC(=O)NC(=O)CSc1nnc(C)s1
    i, i, i, i, -0.8, i, i, i, i, i, i
> CSc1nnc(SCc2nc3sc(C(=O)O)c(C)c3c(=O)[nH]2)s1
    i, i, i, i, 4.7, i, i, i, i, i, i
> CC1CCc2c(sc(NC(=O)c3ccc(Cn4cc(Br)cn4)o3)c2C(N)=O)C1 (stereo not given)
    i, i, i, i, 13.1, i, i, i, i, i, i
> Cn1c(SCCc2ccc([N+](=O)[O-])cc2)nccc1=O
    i, i, i, i, -5.2, i, i, i, i, i, i
> O=C(CSc1ncccn1)NN=C1CCCCCC1
    i, i, i, i, 7.7, i, i, i, i, i, i
> Cc1ccc(C(=O)Cn2c(C(=O)O)cc3ccccc32)cc1
    i, i, i, i, 3.0, i, i, i, i, i, i
> Cc1csc(N(C(=O)c2ccccc2F)c2ccccc2)n1
    i, i, i, i, 9.3, i, i, i, i, i, i
> Cc1cccc(NS(=O)(=O)c2ccc([N+](=O)[O-])cc2)n1
    i, i, i, i, -1.6, i, i, i, i, i, i
> O=c1cc(CN2CCC(Cc3ccccc3)CC2)nc2sccn12
    i, i, i, i, -6.0, i, i, i, i, i, i
> COc1ccc(N(CC(=O)NC2CCCCCCC2)S(=O)(=O)c2c(C)nn(C)c2C)cc1
    i, i, i, i, 1.5, i, i, i, i, i, i
> C[C@H]1C=CC(=O)O[C@H]1c1ccccc1
    i, i, i, i, 1.3, i, i, i, i, i, i
> CC(Cc1ccco1)NC(=O)c1cccc(S(=O)(=O)N(C)C)c1 (stereo not given)
    i, i, i, i, -2.5, i, i, i, i, i, i
> Cc1ccc(-c2c[n+](Cc3cccc(Cl)c3)c3n2CCC3)cc1
    i, i, i, i, 0.3, -6*, i, i, i, -5.13*, i
> CC1(C)c2ssc(=S)c2-c2ccccc2N1C(=O)CSC1=NCCS1
    i, i, i, i, 0.2, i, i, i, i, i, i
> c1ccc(Nc2ccccc2)cc1
    nt, i, i, nt, -7.3, nt, nt, i, i, nt, i
> COc1ccc(CCNC(=O)/C(=C/c2cccnc2)NC(=O)c2ccccc2)cc1
    i, i, i, i, 0.6, i, i, i, i, i, i
> CCn1cc(C(=O)OCC(=O)Nc2cc(S(=O)(=O)N(C)C)ccc2C)c(=O)c2ccc(C)nc21
    i, i, i, i, -0.8, i, i, i, i, i, i
> Cc1ccc(OCC(=O)N(C)CC(=O)Nc2cccc(F)c2)cc1
    i, i, i, i, -3.3, i, i, i, i, i, i
> O=C(CN(C(=O)CNS(=O)(=O)c1ccc(F)cc1)C1CCCC1)NCc1ccco1
    i, i, i, i, 28.9, i, i, i, i, i, i
> Cc1ccc(C(=O)OCC(=O)N2CCOCC2)cc1
    i, i, i, i, 1.6, i, i, i, i, i, i
> COc1nc(-c2ccc(C)cc2)ccc1-c1noc(-c2ccco2)n1
    i, i, i, i, 14.2, i, i, i, i, i, i
> COCc1ccc(C(=O)Nc2ccc(C(=O)O)cc2)o1
    i, i, i, i, -0.2, i, i, i, i, i, i
> O=C(Nc1cccc2ncccc12)C(c1ccccc1)c1ccccc1
    i, i, i, i, 7.0, i, i, i, i, i, i
> O=C1CN(S(=O)(=O)c2cccc(C(=O)O)c2)c2ccccc2N1
    i, i, i, i, 7.2, i, i, i, i, i, i
> COCCNC(=S)N(CCc1c(C)[nH]c2ccc(F)cc12)Cc1ccc(C)cc1
    i, i, i, i, 24.5, i, i, i, i, i, i
> N/C(Cn1cncn1)=N\NC(=O)C(=O)Nc1cccc(C(F)(F)F)c1
    i, i, i, i, 1.6, i, i, i, i, i, i
> CC1(C)CC(NC(=O)c2ccc(Cl)cc2)CC(C)(C)N1
    i, i, i, i, 2.2, i, i, i, i, i, i
> COc1ccccc1C(=O)N1CC(=O)Nc2ccc(F)cc2C1c1ccccc1 (stereo not given)
    i, i, i, i, 1.5, i, i, i, i, i, i
> O=C(CCNC(=O)c1ccc([N+](=O)[O-])cc1)NCCC1=CCCCC1
    i, i, i, i, -7.8, i, i, i, i, i, i
> COc1ccc(CC(NC(C)=O)C(=O)NC2CCN(C(=O)c3cnccn3)CC2)cc1 (stereo not given)
    i, i, i, i, -0.7, i, i, i, i, i, i
> Cc1ccc(S(=O)(=O)N(C)Cc2ccc(-c3nnco3)cc2)cc1
    i, i, i, i, -1.6, i, i, i, i, i, i
> CCCNC(=O)C1CCC(CNS(=O)(=O)c2ccc3c(c2)N(C(C)=O)CCO3)CC1 (stereo not given)
    i, i, i, i, -2.8, i, i, i, i, i, i
> CCOc1ccc(-c2cnc3n2CCC3)cc1
    i, i, i, i, -6.2, i, i, i, i, i, i
> O=C(Nc1ccccc1)c1c2c(nc3ccccc13)CCCC2
    i, i, i, i, -28.9, i, i, i, i, i, i
> Cc1ccc(NC(=O)COC(=O)/C=C/c2cccc(Cl)c2)cc1S(=O)(=O)N1CCOCC1
    i, i, i, i, 8.8, i, i, i, i, i, i
> O=C(c1cnn2c1NC(c1ccco1)CC2C(F)(F)F)N1CCN(c2cccc(Cl)c2)CC1 (stereo not given)
    i, 25*, i, i, 11.6, i, i, i, i, i, i
> Nc1ncncc1-c1ccc(Cl)cc1
    i, i, i, i, 0.3, i, i, i, i, i, i
> CC/C(C)=N\N=C\c1c(O)n(CC)c2cc(C3=NNC(=O)CC3)ccc12
    i, i, i, i, 6.6, i, i, i, i, i, i
> CCc1nn(-c2cc(Cl)ccc2OC)c2c1C(=O)CCC2
    i, i, i, i, 14.4, i, i, i, i, i, i
> CC(CN1CCCCC1)OC(=O)c1ccc2c(c1)OCCO2 (stereo not given)
    i, i, i, i, -0.7, i, i, i, i, i, i
> COc1ccc(C(=O)NC(=S)NC(C)C)cc1Br
    i, i, i, i, -13.1, i, i, i, i, i, i
> CC1=N/C(=C\c2ccc(OC(C)C)cc2)C(=O)N1c1ccc(C(=O)O)cc1
    i, i, i, i, 0.7, i, i, i, i, i, i
> Cc1ccc(NC(=O)c2cc(=O)[nH]c3ccccc23)cc1
    i, i, i, i, -1.8, i, i, i, i, i, i
> O=C(Cn1cc(C(=O)C2CC2)c2ccccc21)NCc1ccccc1
    i, i, i, i, 5.9, i, i, i, i, i, i
> Cn1cnnc1SC(C(=O)Nc1cc(Cl)cc(Cl)c1)c1ccccc1 (stereo not given)
    i, i, i, i, 19.3, i, i, i, i, i, i
> COc1ccc2c(CC(=O)N3CCc4cc(OC)c(OC)cc4C3)coc2c1
    i, i, i, i, 1.2, i, i, i, i, i, i
> Cc1ccc2nc(-c3ccccc3Cl)cc(C(=O)Nc3cc(C)on3)c2c1
    i, i, i, i, -5.2, i, i, i, i, i, i
> COc1ccccc1Nc1nnc(C)c(=O)[nH]1
    i, i, i, i, 2.0, i, i, i, i, i, i
> COc1ccc([N+](=O)[O-])cc1NC(=O)COC(=O)c1ccccc1O
    i, i, i, i, -5.7, i, i, i, i, i, i
> Cc1ccc(SCC(=O)OCC(=O)NCC2CCCCC2)cc1C
    i, i, i, i, -2.6, i, i, i, i, i, i

# Other structures
# Values run as follows: TRPC4 PAM, TMEM16A inh, MrgX1 allo act, TRPC6 act, SKKanGAS inh, TRPC4 inh, TRPC4 agonist, MrgX1 antag, ANO1 activ, TRPC6 inh, MrgX1 ag
> O=C(NCCCN1CCCC1=O)c1cc2nc(-c3ccco3)cc(C(F)(F)F)n2n1
    i, i, i, i, -9.5, i, i, i, i, i, i
> O=C(O)CN(c1ccc2c(c1)OCCO2)S(=O)(=O)c1ccccc1
    i, i, i, i, -3.2, i, i, i, i, i, i
> C=CCOc1ccc(C(=O)n2cc(C(=O)OC)c3ccccc32)cc1
    i, i, i, i, -2.6, i, i, i, i, i, i
> CN(C)CCNC(=S)Nc1ccc(Cl)cc1
    i, i, i, i, -3.3, i, i, i, i, i, i
> Cc1[nH]c(=O)c(C#N)c(C)c1CCC(=O)N(C)CC(=O)Nc1ccc(Cl)c(Cl)c1
    i, i, i, i, -7.0, i, i, i, i, i, i
> COCCOC(=O)c1c(C)oc2ccc(OC(=O)c3c(OC)cccc3OC)cc12
    i, i, i, i, 25.7, i, i, i, i, i, i
> CNc1nc(Nc2ccc(C(C)=O)cc2)nc(OC(C(F)(F)F)C(F)(F)F)n1
    i, i, 8.59*, i, 3.0, i, i, i, i, i, i
> CC12CCC(C(=O)N3CCCCC3)([C@H](Br)C1=O)C2(C)C (stereo not given in full)
    i, i, i, i, -2.6, i, i, i, i, i, i
> CCOC(=O)N1CCN(S(=O)(=O)c2ccc(C)c(C)c2)CC1
    i, i, i, i, -4.0, i, i, i, i, i, i
> O=C(CCSCCc1ccccn1)Nc1cc(F)ccc1F
    i, i, i, i, -2.3, i, i, i, i, i, i
> c1cc(-c2noc(CCC3CCCC3)n2)ccn1
    i, i, i, i, 1.1, i, i, i, i, i, i
> O=C(NCc1ccco1)C1CC2CCC1C2 (stereo not given)
    i, i, i, i, 1.1, i, i, i, i, i, i
> O=C(COC(=O)CSc1ccc2ccccc2c1)NCc1ccc2c(c1)OCO2
    i, i, i, i, -7.0, i, i, i, i, i, i
> COc1ccc(C(=O)C(C)OC(=O)c2cccc(S(=O)(=O)Nc3cc(Cl)c(OC)cc3OC)c2)cc1 (stereo not given)
    i, i, i, i, 9.7, i, i, i, i, i, i
> COc1ccc(C(=O)NC(CC(C)C)C(=O)O)cc1OC (stereo not given)
    i, i, i, i, -2.5, i, i, i, i, i, i
> CCOc1ccc(Nc2c3ccccc3nc3ccccc23)cc1
    i, i, i, i, -6.1, i, i, i, i, i, i
> CC1CN(C(=O)CSc2nnc3c(Cl)cc(Cl)cn23)CC(C)O1 (stereo not given)
    i, i, i, i, 6.2, i, i, i, i, i, i
> COc1ccc(S(=O)(=O)N2CCC(C(=O)N[C@@H](C)C(=O)NC3CC3)CC2)cc1
    i, i, i, i, -0.7, i, i, i, i, i, i
> Cc1ccc(SCC(=O)N=C2NC(=O)CS2)cc1
    i, i, i, i, 10.0, i, i, i, i, i, i

# Source: PubChem (several laboratories)
